Screening data: PubChem BioAssay, National Center for Advancing Translational Sciences (NCATS)
KinaseGlo FLuc: Kinase-Glo luciferase inhibition (counter-screen). 0.28% of 200,000 active. Q27757. Kinase-Glo luciferase, ATP luminescence, 8 min. AID 1379. Potency, µM (doses to about 38.3 µM), for the others: top-dose activity change, negative = inhibition, hits mostly inhibitors; also: potency is read from the fitted curve at half-maximal effect; % is scaled to controls: 0 for no effect and ±100 for the full control effect; nearly all actives have a fitted effect of over 60% in size
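Inhibition of Kinase-Glo luciferase light generation was assessed at 10 uM ATP in pH 7.2 imidazole buffer, with luminescence measured after eight minutes at ambient temperature.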
HTT cytoprotect: Huntington cell model cytoprotection by ATP luminescence. 0.14% of 230,000 active. Potency, µM (highest dose often 56.4 µM), inactives show cytoprotection (ATP increase), most hits filed as activators. AID 1471. PC12 HTT-Q103 induced, cytoprotection, ATP luminescence, 40 h;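 also: potency is read from the fitted curve at half-maximal effect; % of control where 0% means no effect; nearly all actives have a fitted effect of over 45% in size; toxic huntingtin expression switched on by the ecdysone agonist tebufenozide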
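PC12 cells stably carrying ecdysone-inducible Htt exon 1 (Q103)–GFP were induced with 100 nM tebufenozide (final) alongside library compounds in a dose series. Cytoprotection was scored as retained ATP by ATPlite luminescence.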
CBFb RUNX1 block: blocks binding between human CBF-beta and RUNX1. 230,000 tested, under 10 active. Potency, µM (highest dose often 59.8 µM), for the others: at the highest dose activity, negative = inhibition, hits mostly inhibitors. Q01196+Q13951. AlphaScreen CBFb-His/RUNX1-biotin binding, biochemical; also: % of control where 0% means no effect
Target sequence (Q01196 whole entry, looked up): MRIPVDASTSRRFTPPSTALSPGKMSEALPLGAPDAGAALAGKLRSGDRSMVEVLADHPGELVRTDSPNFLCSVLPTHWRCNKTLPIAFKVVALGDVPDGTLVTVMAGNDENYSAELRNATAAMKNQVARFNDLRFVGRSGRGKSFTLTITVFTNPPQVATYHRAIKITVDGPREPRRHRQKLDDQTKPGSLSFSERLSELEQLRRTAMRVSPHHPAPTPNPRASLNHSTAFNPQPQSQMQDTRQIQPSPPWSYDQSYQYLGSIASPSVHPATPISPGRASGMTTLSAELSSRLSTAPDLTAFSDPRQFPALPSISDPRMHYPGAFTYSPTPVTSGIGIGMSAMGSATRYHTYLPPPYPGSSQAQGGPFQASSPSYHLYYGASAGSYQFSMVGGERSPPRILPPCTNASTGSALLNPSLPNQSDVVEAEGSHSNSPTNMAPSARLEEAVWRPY
Target sequence (Q13951 whole entry, looked up): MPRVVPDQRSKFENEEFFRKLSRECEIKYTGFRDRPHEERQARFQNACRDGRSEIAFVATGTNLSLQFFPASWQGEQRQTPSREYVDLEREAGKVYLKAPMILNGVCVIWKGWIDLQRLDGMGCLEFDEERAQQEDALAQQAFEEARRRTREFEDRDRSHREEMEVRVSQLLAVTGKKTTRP
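Inhibition was taken as any reduction in AlphaScreen signal from the CBF-beta–RUNX1 pair (His and biotin tags, 30 nM each), measured after compound (15 min) and bead (90 min) incubations at room temperature.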
IMPase Li inh: IMPase inhibition in cells with lithium potentiation; CHO-M1 cells, IP1 TR-FRET (IP-One), carbachol + lithium; Potency, µM (top dose mostly 59.4 µM), for the others: top-dose activity, negative = IMPase inhibition, most hits filed as inhibitors; 0.35% of 210,000 active;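 also: IP1 builds up when IMPase is blocked and the TR-FRET signal falls; potency is read from the fitted curve at half-maximal effect; plate controls were basal vehicle for no effect and high inhibitor control for full effect; nearly all actives have a fitted effect of over 50% in size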
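Test compounds were applied to CHO-M1 cells previously cultured for 16–30 h at 2000 per well. A small lithium amount accompanied them; after 30 min at 37C, IP1 was quantified by TR-FRET.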
HTT aggregate: inhibitors of mutant huntingtin aggregate formation in PC12 cells | Potency, µM (series often up to 46.1 µM), without a hit: top-dose activity change, negative = inhibition, hits mostly inhibitors | 1.1% of 220,000 active | AID 1688 | PC12 HttQ103-GFP aggregates, Acumen cytometry, 40 h; also: potency is read from the fitted curve at half-maximal effect; % is scaled to controls: 0 for no effect and ±100 for the full control effect; nearly all actives have a fitted effect of over 60% in size
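Inducible Q103 Huntingtin exon 1–GFP PC12 line, 1500 cells/well in phenol red free DMEM with 5% equine and 5% calf serum. Tebufenozide 100 nM induced expression; compounds titrated; aggregates quantified by cytometry.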
Lamin A splicing: modulators of lamin A splicing. HeLa LMNA splicing GFP/RFP minigene ratio, 48 h. Potency, µM (series often up to 46.1 µM), without a hit: top-dose ratio change, negative = inhibition, actives largely listed as inhibitors. 0.01% of 200,000 active; active = well fitted inhibition curve with a large enough effect in the signal ratio, with a control signal flat, not every such curve was filed as active; inconclusive = small, poorly fitted or top-dose-only effect, or effect the other way, or a change in a side signal; the % refers to the signal ratio; also: potency is read from the fitted curve at half-maximal effect; % is scaled to controls: 0 for no effect and ±100 for the full control effect
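Read-out is the ratio of GFP to DsRed2 object intensity, acquired by 488 nm laser-scanning cytometry on HeLa lamin A-EGFP minigene reporter cells. Compound incubation 48 hrs at 37 °C in Opti-MEM with 2% FBS; DMSO 0.5% final.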
SMN2 splice up: increases expression of the SMN2 splice variant; HEK293 SMN2-luciferase splicing reporter, luminescence, 30-36 h; Potency, µM (doses to about 46.1 µM), inactives show at the top dose activity change, positive = activation, actives largely listed as activators; 2.8% of 210,000 active; AID 1458; also: potency is read from the fitted curve at half-maximal effect; % of control where 0% means no effect; nearly all actives have a fitted effect of over 55% in size
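qHTS luciferase splicing reporter: luminescence rises when SMN2 exon 7 is included in transfected HEK293 cells. Compound exposure lasted 30-36 h at 37C, with 4.5 mM final sodium butyrate as control, followed by a ONE-Glo read.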
* marks the source's active call; other numbers are inactive results; u = inconclusive; x = not tested or not shown; [ ] = dose if it differs, or a comment. Unless noted, calls follow the shape of the dose curve; as a rule, active = well fitted curve in the direction sought with a large enough effect; inconclusive = small, poorly fitted or top-dose-only effect, or another doubt; inactive = no such curve, though single readings can be large; an effect the other way counts as inactive or inconclusive. This is a random part of the collection; overall some 4% were active at least once.

SMILES | KinaseGlo FLuc | Lamin A splicing | IMPase Li inh | CBFb RUNX1 block | HTT aggregate | HTT cytoprotect | SMN2 splice up
COc1cccc(Cn2nc(C(=O)O)c3ccccc3c2=O)c1 | 0% | x | 0% | -7% | 3% | -28% | -1%
COC(=O)c1c(NC(=O)COC(=O)CNC(=O)C2CCCCC2)sc(C)c1C | -2% | 7% | -7% | 8% | -4% | 30%[10 µM] | -4%
Clc1ccc(-n2nnnc2CN2CCOCC2)cc1 | -2% | -5% | -10%[38.3 µM] | 10% | -5% | 35% | x
Nc1nnnn1CC(=O)N/N=C/c1ccccn1 | x | x | x | -14% | 22%[9.22 µM] | 27%[10 µM] | x
O=C(/C=C/c1ccc(O)c(O)c1)NC(=O)c1ccccc1O | -3% | x | 35%[activator] | u | x | -269%[inhibitor] | 32µM*
CCOc1ccccc1NS(=O)(=O)c1c(C)noc1C | -2% | u | 21%[38.3 µM] | 3% | 25% | -30% | 28%
O=C(CSc1nc2ccccc2[nH]1)N1CCN(c2ccc(F)cc2)CC1 | 1% | -18% | 9%[38.3 µM] | 0% | 9% | 9% | -6%
COc1ccc(NC(=O)CN(c2ccc([N+](=O)[O-])cc2)S(=O)(=O)c2ccccc2)cc1 | -5% | -17% | -4% | 14% | 1% | 14%[10 µM] | -17%
Brc1ccc(Oc2ncc(CN3CCN(c4ccccc4)CC3)s2)cc1 | -1% | u | 50%[activator][38.3 µM] | -10% | -25% | -12% | -74%[inhibitor]
COc1ccc(C(=O)C(C)N(C(=O)c2ccc(Cl)cc2Cl)N2C(=O)C3C4C=CC(C4)C3C2=O)cc1 (centres undefined) | x | u | x | 0% | 7% | -24% | x
Cc1cccc(OCCNc2cc(N3CCN(CCO)CC3)ccc2[N+](=O)[O-])c1 | x | -6% | x | -18% | 22% | 0%[10 µM] | x
O=C1C(Cl)=C(N2CCOCC2)C(=O)N1CCc1ccccc1 | -2% | -12% | 20%[38.3 µM] | 28% | -9% | -5%[10 µM] | 13µM*
CCOC(=O)c1cc2ccccc2n1CCN(CC)CC | -2% | 6% | 33%[38.3 µM] | -3% | 7% | 18% | u
CC(C)CC(NC(N)=O)C(=O)OCC(=O)Nc1ccc(OC(F)F)cc1 (centres undefined) | 6% | 1%[46 µM] | 18% | 9% | 20% | 1%[10 µM] | 4%
O=[N+]([O-])c1ccccc1OCc1nc(-c2cccs2)no1 | -1% | -17%[9.22 µM] | 8% | 1% | -1% | -44%[inhibitor] | 13µM*
Cc1ccc(F)cc1NC(=O)c1ccc2c(c1)OCO2 | -9% | -2% | u | 1% | -1% | -25%[0.074 µM] | -18%
O=C(c1cc(-c2ccc(Cl)cc2)on1)N1CCOCC1 | -7% | 15% | 20%[38.3 µM] | 3% | -20% | -40%[inhibitor] | 3.2µM*
C/C(Cn1nc([N+](=O)[O-])cc1C)=N\NC(=O)c1ccc(O)cc1O | -1% | -3% | -2%[38.3 µM] | -7% | 9% | 1% | -2%
O=C(CNC(=O)c1ccco1)OCC(=O)c1ccc2c(c1)CCCC2 | 0% | 5% | -15%[38.3 µM] | -1% | 5% | -6% | 1%
O=C(C1CCCN(Cc2ccccc2Br)C1)N1CCCCC1 (centres undefined) | -2% | 16% | 16%[38.3 µM] | 2% | 7% | -20% | -1%
Cc1ccc(Nc2nc3c([nH]2)c(=O)[nH]c(=O)n3C)cc1 | -2% | -12% | 29%[38.3 µM] | -2% | 4% | -11% | -38%
CN1CCN(C(=O)/C=C/c2ccc3c(c2)OCO3)CC1 | -2% | -1% | 3% | -12% | 7% | x | 1%
C=CCc1ccc(OCCCOc2ccc(C(=O)O)cc2)c(OC)c1 | 0% | x | 5% | 5% | -28% | -154% | 15%
Nc1c(-c2ccc(F)cc2)cnc2ncnn12 | 0% | 2% | 11%[38.3 µM] | -2% | -1% | -11% | -2%
COC(=O)c1ccc(C2C(C(=O)Nc3ccc(C)cc3C)=C(C)Nc3ncnn32)cc1 (centres undefined) | 3% | u | 7%[38.3 µM] | 1% | -1% | -3% | -6%
O=C(NC1CCCC1)C(c1ccncc1)N(C(=O)Cc1cccs1)c1ccccc1 (centres undefined) | 6% | -7%[46 µM] | 16% | -3% | 4%[9.22 µM] | -5% | 0%
COc1ccc(C(C)=O)c(Oc2nc(CN3CCOCC3)nc3scc(-c4cccs4)c23)c1 | 0% | u | 14%[38.3 µM] | -8% | -7% | -22%[10 µM] | -9%
CCSc1nc2c(c(=O)[nH]1)C(c1cccnc1)C(C(=O)OC(C)C)=C(C)N2 (centres undefined) | 1% | -8% | 16% | 5% | 30% | 25%[10 µM] | 7%
CC1=C/C(=C/N(C)C)C(=O)O1 | -1% | 0%[46 µM] | -2% | 3% | 4% | 0%[10 µM] | -4%
COc1ccc(C)cc1NC(=O)CCS(=O)(=O)c1cccc2nonc12 | 1% | 0% | -5%[38.3 µM] | -5% | -7% | 7% | 6%
CCS(=O)(=O)Nc1ccc(-c2cc(-c3ccccc3)c3cc(C)ccc3n2)cc1 | 3% | u | -14% | -3% | 0% | -40%[10 µM] | -10%
C#CC(C)(C)NC(=O)c1ccccc1OC | 3% | 2% | 16%[38.3 µM] | 7% | 7% | 13% | -2%
Cc1ccc(NC2OC(C(O)CO)C(O)C2O)cc1[N+](=O)[O-] (centres undefined) | -2% | -1% | -6%[38.3 µM] | 0% | -2% | -16% | 4%
COC(=O)CCC(=O)OC1(C)C(=O)C2=CN(C3CC3)C(c3ccc(OC)cc3)=CC2=C(Br)C1=O (centres undefined) | -3%[7.66 µM] | 0%[9.22 µM] | 1% | -4%[13.1 µM] | x | 5%[10 µM] | -4%[9.22 µM]
COc1cccc(C2NC(=O)NC(C)=C2C(=O)Nc2ccc(C)cc2)c1OC (centres undefined) | 1% | 5% | 3%[38.3 µM] | 7% | 20% | -14% | -3%
Cc1c(Cl)cccc1NC(=O)CN1CCN(CCO)CC1 | 5% | -6% | 1% | 5% | -11% | -15%[0.074 µM] | 6%
Cc1ccccc1OCCn1c(CCNC(=O)C(C)C)nc2ccccc21 | x | 5% | x | -2% | 21% | 29%[10 µM] | x
Cc1c(Br)c([N+](=O)[O-])nn1CC(=O)N1CCCc2ccccc21 | 3% | 12% | 7%[38.3 µM] | 7% | -14% | -5% | x
COc1ccc([C@@H]2C[C@H](c3ccccc3)Oc3cc(OC)c(OC)c(OC)c32)cc1 | x | x | x | 0% | 4%[9.22 µM] | 21%[10 µM] | x
COC(=O)C1=C(C)NC2=C(C(=O)CCC2)C1c1ccsc1 (centres undefined) | 0% | -2% | 8%[38.3 µM] | 3% | -2% | 1% | 4%
COc1ccc(C2NC(=O)CS2)cc1 (centres undefined) | 1% | 3% | 2% | 6% | 6% | 9%[10 µM] | -2%
CCOc1cccc(NC(=O)c2cnccc2C(F)(F)F)c1 | x | x | x | -6% | -15%[9.22 µM] | 37%[10 µM] | x
COc1ccccc1NC(=O)c1sc(NC(=O)c2ccco2)c(C#N)c1C | -4% | 22% | 26%[38.3 µM] | -2% | -8% | -1% | -15%
O=C(NNc1c(Cl)cncc1Cl)c1sccc1Cl | x | x | x | 0% | 2%[9.22 µM] | -13%[10 µM] | x
Cc1c(-c2cccc(NC(=O)c3cccs3)c2)nc2ncccn12 | 0% | -21% | -11% | -4% | 6% | 0%[10 µM] | -6%
CCOCCCn1c(SCC(=O)/C(C#N)=C(\C)N)nc2ccccc2c1=O | 0% | -9% | 10% | 1% | 1% | -15%[10 µM] | 3%
CCN(CC)c1ccc(CNc2nc3ccccc3n2C)cc1 | x | x | x | -6% | -6%[9.22 µM] | 11%[10 µM] | x
Cc1cc(-c2nnc3n2N=C(c2ccccc2)CS3)n[nH]1 | x | x | x | 0% | -7%[9.22 µM] | -19%[10 µM] | x
O=C(c1ccc(Cl)cc1)N1CCCCC(Cl)C1=O (centres undefined) | 0% | 6%[46 µM] | 4% | -23% | 9% | -44%[inhibitor] | 6%
CC(C)N1CCN(Cc2ccc(-c3ccccc3Cl)o2)CC1CCO (centres undefined) | -2% | 10%[46 µM] | 3% | 0% | -17%[9.22 µM] | -13%[10 µM] | x
c1ccc(-c2nn3c(-c4ccco4)nnc3s2)nc1 | 9% | 5% | -16%[38.3 µM] | -9% | -4% | 11% | -11%
C=C(Cl)COC(=O)C1C2C=CC(C2)C1C(=O)O (centres undefined) | -1% | -8% | 6% | 7% | -2% | 13%[1.9 µM] | -37%[inhibitor]
CCN(Cc1ccccc1)c1ccc(/C=N/NS(=O)(=O)c2ccc(C)c([N+](=O)[O-])c2)cc1 | 4% | u | 20% | 9% | -20% | 0%[10 µM] | -8%
O=C(CNS(=O)(=O)c1cccs1)Nc1ccc2c(c1)OCCO2 | -2% | u | -4%[38.3 µM] | -5% | -6% | -3% | 3%
Oc1[nH]c(=S)sc1/C=C1\C(c2ccccc2)=Nc2ccccc21 | -1% | u | -2% | -7% | u | -5%[10 µM] | -10%
COc1ccc(NC(=O)c2cccc(S(=O)(=O)N3CCOCC3)c2)cn1 | -2% | 4% | 23%[38.3 µM] | 0% | 3% | 3% | 10%
CCCN1C2CCCC1CC(NC(=O)Nc1ccc(C(C)C)cc1)C2 (centres undefined) | -1% | -18% | 24% | 7% | 3% | -6%[1.9 µM] | -12%
Cc1ccc(CN2C(=O)CSc3ccc(C(=O)NCCN4CCOCC4)cc32)cc1 | 1% | -3% | 38%[activator][38.3 µM] | 8% | -5% | -16% | 1%

Compounds shown so far that contain bromine (4):
SMILES | KinaseGlo FLuc | Lamin A splicing | IMPase Li inh | CBFb RUNX1 block | HTT aggregate | HTT cytoprotect | SMN2 splice up
Brc1ccc(Oc2ncc(CN3CCN(c4ccccc4)CC3)s2)cc1 | -1% | u | 50%[activator][38.3 µM] | -10% | -25% | -12% | -74%[inhibitor]
O=C(C1CCCN(Cc2ccccc2Br)C1)N1CCCCC1 (centres undefined) | -2% | 16% | 16%[38.3 µM] | 2% | 7% | -20% | -1%
COC(=O)CCC(=O)OC1(C)C(=O)C2=CN(C3CC3)C(c3ccc(OC)cc3)=CC2=C(Br)C1=O (centres undefined) | -3%[7.66 µM] | 0%[9.22 µM] | 1% | -4%[13.1 µM] | x | 5%[10 µM] | -4%[9.22 µM]
Cc1c(Br)c([N+](=O)[O-])nn1CC(=O)N1CCCc2ccccc21 | 3% | 12% | 7%[38.3 µM] | 7% | -14% | -5% | x
